Screens (PubChem BioAssay)
UBC13 inh: human UBC13 polyubiquitination inhibition | P61088 | UBC13 polyubiquitin chain formation, TR-FRET | inhibition, % at 20 µM | actives 0.47% (n = 330,000); in the data active = inhibition above about 45%, passing the limit was not always enough
ATG4B inh: blocks human ATG4B protease cleavage of LC3 substrate; inhibition, % at 8.33 µM; AID 504462; ATG4B cleavage of LC3-PLA2, NBD-HPC fluorescence, 1 h; actives 0.51% (n = 340,000); in the data active = inhibition above about 40%
CCR6 antag: CCR6 (human) receptor antagonism; P51684; CHO-K1 CCR6 PathHunter beta-arrestin, luminescence, CCL20-stimulated; inhibition, % at 20 µM; actives 0.49% (n = 340,000); AID 493098;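 active = compounds whose inhibition of the agonist-driven luminescence signal at 20 µM reaches about 50%, limit read from the data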;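 also: cells stimulated with CCL20 at 14 nM final; plate controls were DMSO with CCL20 for no effect and DMSO without agonist for full effect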
Target sequence (P51684 whole entry, looked up): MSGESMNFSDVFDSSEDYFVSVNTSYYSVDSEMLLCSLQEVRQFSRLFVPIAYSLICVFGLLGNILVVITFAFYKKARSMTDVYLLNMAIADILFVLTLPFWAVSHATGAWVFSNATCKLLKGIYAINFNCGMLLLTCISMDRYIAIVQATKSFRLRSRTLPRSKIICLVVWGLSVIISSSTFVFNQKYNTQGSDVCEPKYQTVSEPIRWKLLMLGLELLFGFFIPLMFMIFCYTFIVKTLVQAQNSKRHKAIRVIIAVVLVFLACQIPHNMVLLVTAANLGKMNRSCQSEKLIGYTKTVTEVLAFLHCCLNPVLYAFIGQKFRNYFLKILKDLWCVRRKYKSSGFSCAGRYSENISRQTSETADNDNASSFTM
APJ agonist: activates the human apelin receptor APJ; P35414; CHO-K1 APJ PathHunter beta-arrestin, luminescence; 0% DMSO wells, 100% apelin; actives 0.11% (n = 330,000); activation, % at 20 µM; AID 2520;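 active = activation more than six SD over the plate average, tested at 20 µM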;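 also: 0% = DMSO alone and 100% = apelin-13 at 10 nM; some results filed as inactive read as strong as hits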
Target sequence (P35414 whole entry, looked up): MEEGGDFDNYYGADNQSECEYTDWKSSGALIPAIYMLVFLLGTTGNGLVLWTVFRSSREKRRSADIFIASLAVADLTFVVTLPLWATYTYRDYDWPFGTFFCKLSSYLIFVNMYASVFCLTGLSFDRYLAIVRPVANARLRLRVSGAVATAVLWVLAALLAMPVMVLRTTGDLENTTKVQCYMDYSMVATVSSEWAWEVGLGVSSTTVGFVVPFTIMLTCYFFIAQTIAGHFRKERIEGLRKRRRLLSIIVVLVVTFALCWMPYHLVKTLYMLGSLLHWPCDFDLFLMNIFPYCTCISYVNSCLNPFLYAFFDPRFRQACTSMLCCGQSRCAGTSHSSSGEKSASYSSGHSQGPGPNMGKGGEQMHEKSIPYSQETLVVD
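Incubation: overnight seeding, 90 min compound at 25 °C, 1 h detection; test system: PathHunter CHO-K1 APJ (AGTRL-1) beta-arrestin reporter cells; amount: 1000 cells/well; doses: one dose, 20 µM compound, 1% DMSO; measured by: beta-gal luminescence; measure: agonist-driven arrestin binding to APJ; benchmarks: negative DMSO alone, positive Apelin-13 at 10 nM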
CXCR6 inh: CXCR6 (human) receptor inhibition; CHO-K1 PathHunter CXCR6 beta-arrestin, luminescence; inhibition, % at 20 µM; O00574; actives 0.36% (n = 360,000); in the data active = inhibition above about 34%, passing the limit was not always enough;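 also: antagonist mode with CXCL16 agonist at 10 nM final; 0% = 10 nM CXCL16 with DMSO and 100% = unstimulated wells without agonist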
Target sequence (O00574 whole entry, looked up): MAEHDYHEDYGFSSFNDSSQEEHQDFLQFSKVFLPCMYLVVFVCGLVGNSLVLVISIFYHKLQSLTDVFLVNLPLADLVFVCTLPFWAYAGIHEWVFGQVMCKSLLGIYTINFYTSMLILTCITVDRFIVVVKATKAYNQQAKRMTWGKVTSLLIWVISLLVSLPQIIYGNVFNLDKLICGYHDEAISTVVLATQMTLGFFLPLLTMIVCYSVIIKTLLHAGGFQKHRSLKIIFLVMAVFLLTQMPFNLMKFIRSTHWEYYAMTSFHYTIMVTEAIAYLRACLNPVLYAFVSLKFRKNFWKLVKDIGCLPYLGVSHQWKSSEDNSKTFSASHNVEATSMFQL
Gli-Sufu block: blocks Gli-Sufu signaling in a luciferase reporter | Sufu-KO-LIGHT fibroblasts, Gli luciferase reporter luminescence | inhibition, % at 5 µM | actives 0.74% (n = 340,000);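 active = inhibition above about 55%, limit read from the data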;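 also: 0% = DMSO-treated cells and 100% = wells with medium but no cells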
APJ antagonist: blocks the human apelin receptor APJ; P35414; CHO-K1 APJ beta-arrestin complementation, luminescence; inhibition, % at 20 µM; actives 0.32% (n = 330,000);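 active = inhibition above about 40% at 20 µM, limit read from the data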;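 also: cells challenged with 10 nM apelin-13 agonist together with compound; plate controls were apelin-13 plus DMSO wells for no effect and DMSO wells lacking apelin-13 for full effect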
EBI2 antag: EBI2 (human) antagonism. inhibition, % at 5 µM. AID 651636. EBI2 beta-arrestin recruitment, luminescence, 7a,25-OHC stimulated. actives 0.81% (n = 360,000); in the data active = inhibition above about 38%;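 also: enzyme fragment complementation signal reports receptor beta-arrestin coupling in cells; 0% = agonist plus DMSO wells and 100% = wells without agonist; some results beyond the cut were filed as inactive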
The depositor's hits bear a star; x = no result given.

No.	structure	UBC13 inh	ATG4B inh	CCR6 antag	APJ agonist	CXCR6 inh	Gli-Sufu block	APJ antagonist	EBI2 antag
1	CC(C)CN(CCCNC(=O)CN1C(=O)COc2ccc(S(=O)(=O)N3CCCCCC3)cc21)CC(C)C	9	-1	-7	-9	5	10	13	-6
2	CCn1c(-c2csc3c2CCCC3)n[nH]c1=S	-6	5	16	-4	-14	0	25	2
3	Fc1cccc(CCN2CCNC[C@@H]2CC2CCCCC2)c1	24	2	10	-4	-5	6	-2	-3
4	Clc1ccc(OCCn2ccnc2)c(Br)c1	-3	-13	-3	-5	-3	3	6	-8
5	Cc1ccc(Cl)cc1N1CCN(C(=O)c2ccc3nc[nH]c3c2)CC1	2	-7	-2	2	4	4	-7	-53
6	CCOC(=O)CSc1nc(NC#N)nc(N(CC)CC)n1	1	-2	-4	-11	-8	-17	2	-6
7	O=C(CC12CC3CC(CC(C3)C1)C2)N/N=C/c1ccncc1	-1	-11	1	2	2	5	-1	5
8	Cc1ccc(-n2nnc3c(=O)n(CC(=O)c4ccccc4)cnc32)cc1	6	-5	-2	5	-6	-10	10	2
9	Cn1c(=O)c2c(SCC(=O)Nc3ccccc3F)nc(-c3ccccc3F)nc2n(C)c1=O	-1	6	0	-8	18	7	18	4
10	COc1ccc(-c2cc(C)no2)cc1S(=O)(=O)N1CCN(c2cccc(C)c2)C(C)C1 (configuration not stated)	-6	14	11	-5	8	11	11	18
11	COc1ccc(C(C)NC(=O)c2ccc(Cl)cc2)cc1OC (configuration not stated)	3	4	17	0	-1	31	2	-4
12	CCC(C)c1ccccc1NC(=O)C(C)OC(=O)CN1C(=O)NC(C)(C)C1=O (configuration not stated)	-5	2	4	-4	2	-6	-34	5
13	CCOC(=O)Cc1cnc(NC(=O)NC(C(=O)OCC)(c2ccccc2)C(F)(F)F)s1 (configuration not stated)	3	-1	8	-2	6	-9	12	-6
14	O=C(Cn1ncn2c(cc3ccccc32)c1=O)NCc1ccco1	1	-1	5	-3	1	0	15	4
15	Cc1ccc(-c2nc3ccccc3c(=O)n2CCCn2ccnc2)cc1	-6	-8	10	-1	3	-9	4	0
16	O=[N+]([O-])c1ccccc1S(=O)(=O)N(CC(O)CN1CCCCC1)c1ccccc1 (configuration not stated)	-8	-4	-18	-2	6	-10	6	-18
17	C/C(=N\NC(=O)c1cccc(N2CCCC2=O)c1)c1ccc(N)cc1	-4	1	-5	1	-2	-18	-15	-3
18	C=CCn1c(SCc2nc(N)nc(N3CCCCC3)n2)nnc1-c1ccco1	3	-7	12	3	4	5	19	-17
19	CCC(C)NCc1ccc(C(=O)OC)o1 (configuration not stated)	-2	-8	3	-2	0	3	6	6
20	Cc1sc(NC(=O)c2ccco2)c(CN2CCN(c3ccccc3)CC2)c1C	-8	8	1	-2	0	13	4	40*
21	O=C(C1CCCN(S(=O)(=O)c2ccc(Br)cc2)C1)N1CCOCC1 (configuration not stated)	-3	-1	10	-1	-16	2	-1	0
22	COC(=O)C1CCCCN1C(=O)c1ccc2oc(C(C)C)nc2c1 (configuration not stated)	-4	1	-1	-4	-2	-38	-6	-16
23	Cc1cc(NS(=O)(=O)c2ccc(NC(=S)NC(=O)c3ccncc3)cc2)no1	9	3	36	-1	25	7	15	1
24	COC(=O)c1ccc(N)cc1O	3	-2	-9	-4	-4	-1	27	1
25	COCc1cc(=O)[nH]c(Sc2c(-c3ccccc3)c3ccc(Cl)cc3[nH]c2=O)n1	-13	0	1	1	1	-18	0	-12
26	CC(C)N1CCN(C2CSCCSC2)CC1CCO (configuration not stated)	10	5	10	-3	8	37	5	-10
27	Cc1ccc2c(c1)c(-c1ccccc1)nc1nncn12	-2	-7	2	-4	-1	-19	-4	-3
28	CCOC(=O)/C=C1/SCC(=O)N1CC(=O)Nc1cccc(F)c1	-11	-16	-9	2	-3	6	6	5
29	CC(=O)N1CCC(C(=O)NCCOc2cccc(C)c2)CC1	2	1	15	3	-2	23	17	-9
30	O=C(Oc1ccc2ccc(OC(=O)N3CCOCC3)cc2c1)N1CCOCC1	6	-3	-16	-6	4	-85	6	4
31	CC(=O)Oc1ccc([N+](=O)[O-])cc1N1C(=O)c2ccccc2C1=O	-20	-3	21	-5	15	4	26	8
32	O=C(c1cccc(S(=O)(=O)Nc2ccccc2Cl)c1)N1CCCCCC1	14	6	17	-3	1	20	3	0
33	COc1ccc2oc(=O)c(C(=O)Nc3ccccc3O)cc2c1	-9	-5	8	-7	11	-5	12	9
34	Cc1ccc(N2CN(CCc3ccccc3)CNC2=S)cc1	-2	-3	3	-6	-2	-5	14	9
35	CCN(CC(=O)Nc1cccc(S(=O)(=O)N(C)c2ccccc2)c1)Cc1ccccc1	-3	-54	16	1	-1	10	-22	8
36	N#Cc1cccc(NC(=O)C2SC(=Nc3ccccc3)C(C(=O)N3CCOCC3)=C2N)c1 (configuration not stated)	2	-9	2	-1	7	5	-25	18

Reprinted, compounds 34 to 36
No.	structure	UBC13 inh	ATG4B inh	CCR6 antag	APJ agonist	CXCR6 inh	Gli-Sufu block	APJ antagonist	EBI2 antag
34	Cc1ccc(N2CN(CCc3ccccc3)CNC2=S)cc1	-2	-3	3	-6	-2	-5	14	9
35	CCN(CC(=O)Nc1cccc(S(=O)(=O)N(C)c2ccccc2)c1)Cc1ccccc1	-3	-54	16	1	-1	10	-22	8
36	N#Cc1cccc(NC(=O)C2SC(=Nc3ccccc3)C(C(=O)N3CCOCC3)=C2N)c1 (configuration not stated)	2	-9	2	-1	7	5	-25	18

With a hit mark in EBI2 antag, of those listed so far:
item | molecule | UBC13 inh | ATG4B inh | CCR6 antag | CXCR6 inh | APJ antagonist | EBI2 antag
20 | Cc1sc(NC(=O)c2ccco2)c(CN2CCN(c3ccccc3)CC2)c1C | -8 | 8 | 1 | 0 | 4 | 40*

More results:
No.	structure	UBC13 inh	ATG4B inh	CCR6 antag	APJ agonist	CXCR6 inh	Gli-Sufu block	APJ antagonist	EBI2 antag
37	CCOC(=O)C1CCN(C(=O)COC(=O)c2cc(-c3cccs3)nn2-c2ccccc2)CC1	-4	-7	13	9	11	-7	10	5
38	Cc1cccc2cc(C#N)c(SCc3nnc(-c4ccccc4[N+](=O)[O-])o3)nc12	-14	6	14	-3	3	-4	-8	14
39	CN(C)S(=O)(=O)c1ccc(C(=O)NCCN2C(=O)S/C(=C\c3cccnc3)C2=O)cc1	-12	5	-4	-2	-11	-4	-9	2
40	COc1ccc(C(=O)Nc2ccnn2C2CCN(C(=O)CCC(F)(F)F)CC2)cc1	-8	0	1	-2	2	-18	15	-8
41	CCOC(=O)c1sc(NC(=O)c2ccco2)nc1-c1ccccc1	8	-3	-6	-3	-1	48	-8	-3
42	O=C(CCc1ccccc1)Nc1nnc(-c2ccc3c(c2)CCCC3)o1	-16	0	-8	10	1	-34	-59	-15
43	CSc1nsc(SCC(=O)Nc2nc3ccc(C)cc3s2)n1	-1	-4	11	-2	1	-33	6	-8
44	CCn1cc(S(=O)(=O)Nc2cc(F)ccc2C)cn1	-1	-2	0	-1	-3	-8	-23	-9
45	O=C(NCCCN1CCN(CCCNC(=O)c2cccc([N+](=O)[O-])c2)CC1)c1cccc([N+](=O)[O-])c1	20	-5	8	-2	-8	5	-9	3
46	CCc1ccc(NC(=O)C2(c3ccccc3)CC2(Cl)Cl)cc1 (configuration not stated)	-11	3	7	0	-8	27	-8	7
47	Cn1c(=O)c2c(nc(Br)n2CC(=O)C23CC4CC(CC(C4)C2)C3)n(C)c1=O	-8	1	3	-2	-3	8	7	13
48	O=C(NN=C1C2CC3CC(C2)CC1C3)c1cccs1	-3	-8	-6	2	-5	1	17	7
49	CC1CN(C(=O)c2cccc(S(=O)(=O)N3CCN(c4ccccc4)CC3)c2)CC(C)O1 (configuration not stated)	1	-6	7	-2	-9	12	-6	-3
50	COc1ccccc1CC(=O)Nc1nc(-c2ccc(F)c(F)c2)cs1	5	4	9	4	-26	0	-9	6
51	Cc1cc(N)ncc1[N+](=O)[O-]	x	2	3	x	-3	5	x	2
52	Cc1cc(C)n(CC(=O)N2CCCC(N3CCN(c4cccc(C(F)(F)F)c4)CC3)C2)n1 (configuration not stated)	-2	-4	13	-1	-3	11	-13	-4
53	COc1ccc(Cn2nnnc2C(c2cc3ccc(OC)cc3[nH]c2=O)N2CCC(C)CC2)cc1 (configuration not stated)	-2	6	-3	-1	-9	4	5	-10
54	S=C(Nc1ccc(Oc2ccccc2)cc1)NC1CCCCCC1	x	28	19	x	4	15	x	9
55	COc1ccc(NC(=O)CN(c2ccccc2F)S(=O)(=O)c2ccc(C)cc2)c(OC)c1	-4	3	15	-3	8	2	-25	16
56	C=C1CCC(O)C2(C)CCC3C(C)C(=O)OC3C12O (configuration not stated)	4	2	9	1	-10	-29	-33	-4
57	COc1cccc(-c2ccc(=O)n(CC(=O)Nc3ccc(C(=O)N4CCCC4)cc3)n2)c1	-1	13	8	1	10	-3	-8	3
58	O=C(COC(=O)c1ccc(F)c(S(=O)(=O)N2CCOCC2)c1)NCc1ccc(Cl)cc1	4	-6	9	0	4	3	-2	6
59	Cc1cc2oc(=O)cc(C)c2cc1NC(=O)CCl	-2	-3	-3	2	6	-4	17	-5
60	CCCCCCc1cc2cc(C(=O)Nc3ccc(OC)cc3)c(=O)oc2cc1O	0	4	-66	5	-38	34	-30	-34
61	CC(=O)Nc1ccccc1-c1nn[nH]n1	4	-8	23	-2	-6	-4	-3	3
62	Cc1cc(N=Cc2cc(Cl)ccc2O)no1	-8	7	-6	1	-3	-10	-3	1
63	O=C(C(Cc1ccccc1)n1cccc1)N1CCCCCC1 (configuration not stated)	5	0	10	-4	5	-1	6	8
64	Cc1cccc(CCN(C(=O)c2csnn2)C(C(=O)NC2CCCC2)c2ccco2)c1 (configuration not stated)	-9	-3	20	-2	5	-12	15	9
65	O=C(NCCN1CCOCC1)c1cc2c(=O)n3ccccc3nc2n1Cc1ccccc1	4	4	4	-2	11	3	12	-5
66	O=C(Nc1ccc2c(c1)OCO2)c1cccs1	-6	4	-13	-1	0	-58	-1	-11
67	Cc1ccc(C(=O)Cn2nnc3ccccc32)cc1	3	4	13	1	-6	-14	7	-12
68	Nc1c(C(=O)NCCc2ccccc2)nnn1Cc1ccc(Br)cc1F	-3	3	13	-1	1	-5	-7	0
69	COc1ccc(-c2cc(C(=O)Nc3ccc(C(N)=O)cc3)c3ccccc3n2)cc1OC	24	-3	11	-3	4	-58	-1	2
70	Cc1nc(NC(=O)c2ccc(F)cc2)nc2cc3c(cc12)OCO3	-3	1	5	1	0	-13	0	4
71	CCC1(C)NC(=O)N(CC(=O)Nc2sc3c(c2C(N)=O)CCC3)C1=O (configuration not stated)	4	3	6	-12	-1	1	9	-7
72	C[C@H]1CN([C@@H](C)CO)C(=O)c2cc(NC(=O)Cc3ccccc3)ccc2O[C@H]1CN(C)Cc1ccccc1	13	-16	8	-4	-7	-14	5	5
73	CCOc1ccc2[nH]c(=O)c(CN(Cc3nnnn3Cc3ccccc3)CC3CCCO3)cc2c1 (configuration not stated)	-4	19	13	2	-11	x	-1	-6
74	Cc1ccc(NC(=O)COC(=O)Cc2ccsc2)c(C)c1	6	-2	-3	1	-8	-3	-4	-5
75	CN(c1ccccc1)S(=O)(=O)c1cccc(C(=O)NCCc2ccc(O)c(O)c2)c1	5	-15	13	-1	0	19	-2	10
76	COc1ccc(-c2cc(C(=O)Nc3ccc4c(c3)OCO4)no2)cc1	3	6	5	3	5	19	-6	6
77	O=C(Nc1nnc(SCc2ccc(Cl)cc2)s1)C1CC(=O)N(Cc2ccccc2)C1 (configuration not stated)	0	0	1	-5	8	-10	5	-4
78	Cc1cc(C)nc(N2CCN(c3ncnc4c3cnn4Cc3ccc(Cl)cc3Cl)CC2)n1	18	0	-2	-5	x	10	3	x
79	O=C1NCCCC1C(=O)N/N=C/c1ccc(Cl)cc1 (configuration not stated)	-3	-10	7	2	5	1	-2	-14
